Screens as filed in PubChem.
NSD2 inh: NSD2 (human) methyltransferase inhibition; NSD2-SET H3K36me1 DELFIA fluorescence, biochemical; O96028; inhibition, % at 12.5 µM; hit rate 0.07% among 44,000; AID 624260; in the data active = inhibition above about 54%, passing the limit was not always enough;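 also: inhibitors reduce the monomethyl H3K36 fluorescence signal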
* marks the source's active call; other numbers are inactive results. This is a subset. The share of hits here may be higher or lower than overall.

molecule	NSD2 inh
C[C@H]1CN([C@@H](C)CO)C(=O)c2cc(NC(=O)CCN3CCOCC3)ccc2O[C@H]1CN(C)S(=O)(=O)c1cccs1	-3
C[C@@H]1CN([C@@H](C)CO)C(=O)Cc2cc(NC(=O)CCC(F)(F)F)ccc2O[C@@H]1CN(C)C(=O)Nc1cccc2ccccc12	-1
C[C@@H]1CN([C@@H](C)CO)C(=O)Cc2cc(NC(=O)Nc3cccc4ccccc34)ccc2O[C@@H]1CN(C)Cc1ccncc1	-6
C[C@H]1CN([C@@H](C)CO)C(=O)c2cc(N(C)C)ccc2O[C@@H]1CN(C)C(=O)Nc1ccc2c(c1)OCO2	-1
C[C@@H]1CN([C@@H](C)CO)C(=O)c2cc(C#CCN(C)C)cnc2O[C@H]1CN(C)Cc1cccc(F)c1	-6
C[C@H]1CCCCO[C@@H](CN(C)C(=O)Nc2ccccc2)[C@@H](C)CN([C@@H](C)CO)C(=O)c2cc(NC(=O)c3ccncc3)ccc2O1	-3
C[C@H](CO)N1C[C@H](C)[C@@H](CN(C)C(=O)CC2CC2)Oc2cc(C#CCN(C)C)ccc2S1(=O)=O	-7
CC(C)NC(=O)N[C@@H]1C=C[C@@H](CC(=O)NCCCN(C)C)O[C@H]1CO	3
C[C@@H]1CN([C@@H](C)CO)C(=O)c2cc(-c3cccnc3)cnc2O[C@@H]1CN(C)S(C)(=O)=O	-3
C[C@@H]1CN([C@@H](C)CO)C(=O)c2cc(Br)cnc2O[C@@H]1CN(C)Cc1ccccc1	7
COCC(=O)N(C)C[C@@H]1Oc2cc(-c3cncnc3)ccc2S(=O)(=O)N([C@@H](C)CO)C[C@@H]1C	-10
CNC[C@H]1Oc2ncc(-c3ccc(OC)cc3)cc2C(=O)N([C@@H](C)CO)C[C@@H]1C	3
CCCC#Cc1ccc2c(c1)O[C@@H](CN(C)Cc1ccncc1)[C@@H](C)CN([C@@H](C)CO)S2(=O)=O	-53
COc1ccc(S(=O)(=O)N(C)C[C@H]2OCCCC[C@H](C)Oc3ccc(NC(=O)CCC(F)(F)F)cc3C(=O)N([C@H](C)CO)C[C@@H]2C)cc1	0
C[C@H]1CN([C@@H](C)CO)C(=O)c2cccc(NS(=O)(=O)c3cn(C)cn3)c2O[C@@H]1CN(C)C(=O)Nc1ccc(C(F)(F)F)cc1	-1
C[C@@H]1CN([C@@H](C)CO)C(=O)Cc2cc(NC(=O)Cn3cnnn3)ccc2O[C@@H]1CN(C)C(=O)Nc1ccc(F)cc1	0
COc1ccc(CN(C)C[C@H]2OCCCC[C@@H](C)Oc3ccc(NS(=O)(=O)c4ccc(C)cc4)cc3C(=O)N([C@H](C)CO)C[C@@H]2C)cc1	0
O=C(C[C@H]1C[C@H]2c3cc(NC(=O)NC4CCCC4)ccc3O[C@H]2[C@H](CO)O1)NCC1CC1	-2
COc1ccc(S(=O)(=O)N(C)C[C@@H]2Oc3ccc(NC(=O)CCN4CCOCC4)cc3CC(=O)N([C@@H](C)CO)C[C@@H]2C)cc1	4
COc1cccc2c1C(=O)c1ccc3c(c1C2=O)C(=O)CC(C)(O)C3 (configuration not stated)	-3
CCCC#Cc1cnc2c(c1)C(=O)N([C@@H](C)CO)C[C@@H](C)[C@H](CN(C)Cc1ccc(F)cc1)O2	-8
C[C@@H]1CN([C@@H](C)CO)C(=O)c2cccc(NC(=O)CCCCCC(=O)Nc3ccccc3N)c2O[C@@H]1CN(C)Cc1ccncc1	3
COC(=O)c1c(-c2snnc2C)n[nH]c1C	1
CCCNC(=O)N(C)C[C@H]1Oc2ncc(C#CCC3CCCC3)cc2C(=O)N([C@@H](C)CO)C[C@@H]1C	1

Shown with each value named: part of the list above
> COc1ccc(CN(C)C[C@H]2OCCCC[C@@H](C)Oc3ccc(NS(=O)(=O)c4ccc(C)cc4)cc3C(=O)N([C@H](C)CO)C[C@@H]2C)cc1
  NSD2 inh: 0
> O=C(C[C@H]1C[C@H]2c3cc(NC(=O)NC4CCCC4)ccc3O[C@H]2[C@H](CO)O1)NCC1CC1
  NSD2 inh: -2

Additional results
molecule	NSD2 inh
C[C@@H]1CN([C@H](C)CO)C(=O)Cc2cc(NC(=O)Cn3cnnn3)ccc2O[C@H]1CN(C)C(=O)Nc1ccc(F)cc1	3
COc1ccc(NC(=O)Nc2cccc3c2O[C@@H](CN(C)S(=O)(=O)c2ccc(Cl)cc2)[C@@H](C)CN([C@@H](C)CO)C3=O)cc1	-10
C[C@H]1CN([C@@H](C)CO)C(=O)Cc2cc(NS(=O)(=O)c3ccc(Cl)cc3)ccc2O[C@@H]1CN(C)S(C)(=O)=O	2
CNCCC(Oc1ccc(C(F)(F)F)cc1)c1ccccc1 (configuration not stated)	7
O=C(C[C@@H]1CC[C@@H](NC(=O)C2CCOCC2)[C@H](CO)O1)NCC1CCCCC1	4
COc1ccc(S(=O)(=O)N(C)C[C@H]2Oc3ccc(NS(=O)(=O)c4ccc(F)cc4)cc3C(=O)N([C@@H](C)CO)C[C@@H]2C)cc1	0
C[C@H](CO)N1C[C@H](C)[C@H](CN(C)Cc2ccccc2)OCc2cnnn2CCCC1=O	1
C[C@@H]1CN([C@@H](C)CO)C(=O)Cc2cc(NC(=O)C3CC3)ccc2O[C@H]1CN(C)Cc1ccc(-c2ccccc2)cc1	1

Part of the list above, as labelled records:
C[C@@H]1CN([C@H](C)CO)C(=O)Cc2cc(NC(=O)Cn3cnnn3)ccc2O[C@H]1CN(C)C(=O)Nc1ccc(F)cc1
  NSD2 inh: 3
COc1ccc(NC(=O)Nc2cccc3c2O[C@@H](CN(C)S(=O)(=O)c2ccc(Cl)cc2)[C@@H](C)CN([C@@H](C)CO)C3=O)cc1
  NSD2 inh: -10

(more compounds)
molecule	NSD2 inh
C[C@H]1CN([C@@H](C)CO)C(=O)c2cc(-c3ccncc3)cnc2O[C@@H]1CN(C)Cc1ccc(Oc2ccccc2)cc1	-4
COc1ccc(S(=O)(=O)Nc2ccc3c(c2)C(=O)N([C@@H](C)CO)C[C@@H](C)[C@@H](CN(C)C(=O)Nc2ccc4c(c2)OCO4)O3)cc1	6
C[C@@H]1CN([C@@H](C)CO)C(=O)c2cc(NS(=O)(=O)c3ccc(Cl)cc3)ccc2O[C@H]1CN(C)C(=O)NC1CCCCC1	-3
O=C(C[C@H]1C[C@H]2c3cc(NS(=O)(=O)c4ccc(F)cc4)ccc3O[C@H]2[C@H](CO)O1)NCC1CC1	-144
COC(=O)CCCCCCC(=O)N/N=C/c1cccc(Oc2ccccc2)c1	15
C[C@@H]1CN([C@@H](C)CO)C(=O)c2cc(/C=C/c3ccccc3)cnc2O[C@@H]1CN(C)S(=O)(=O)c1cn(C)cn1	0
Cc1ccc(S(=O)(=O)Nc2ccc3c(c2)CC(=O)N([C@H](C)CO)C[C@@H](C)[C@H](CN(C)CC2CC2)O3)cc1	-8
C[C@H]1CCCCO[C@H](CN(C)C(=O)C2CCCCC2)[C@@H](C)CN([C@@H](C)CO)C(=O)c2cc(N(C)C)ccc2O1	-1
C[C@H]1CN([C@@H](C)CO)C(=O)c2cc(-c3ccc(C#N)cc3)cnc2O[C@@H]1CN(C)C(=O)Nc1ccccc1	15
C[C@@H]1CCCCO[C@@H](CN(C)C(=O)Nc2ccc3c(c2)OCO3)[C@H](C)CN([C@H](C)CO)C(=O)c2cc(N(C)C)ccc2O1	-1
COc1ccc([C@@H](OC(=O)Nc2ccc(SC)cc2)[C@@H](CCO)OC)cc1O	2
C[C@@H]1CN([C@@H](C)CO)C(=O)c2cc(-c3cccc(F)c3)cnc2O[C@H]1CN(C)C	1
C[C@@H]1CN([C@H](C)CO)C(=O)Cc2cc(NS(=O)(=O)c3cn(C)cn3)ccc2O[C@@H]1CN(C)Cc1ccc(Oc2ccccc2)cc1	0
C[C@@H]1CN([C@@H](C)CO)C(=O)c2cccc(NC(=O)C3CCCCC3)c2O[C@@H]1CN(C)C(=O)Nc1ccc(C(F)(F)F)cc1	-7
COc1ccc(CN(C)C[C@@H]2Oc3ccc(NS(=O)(=O)c4ccc(Cl)cc4)cc3CC(=O)N([C@H](C)CO)C[C@H]2C)cc1	-1
CCO[C@H]1OC(C(=O)N2CCN(Cc3ccc4c(c3)OCO4)CC2)=C[C@@H](c2ccc(Br)cc2)[C@@H]1CCCO	0
C[C@H]1CN([C@@H](C)CO)S(=O)(=O)c2ccc(C#Cc3ccccc3)cc2O[C@@H]1CN(C)S(=O)(=O)c1cn(C)cn1	-8
COc1ccc(S(=O)(=O)N(C)C[C@@H]2Oc3ccc(NC(=O)CCC(F)(F)F)cc3CC(=O)N([C@H](C)CO)C[C@H]2C)cc1	2
Cc1noc(C)c1S(=O)(=O)Nc1ccc2c(c1)C(=O)N([C@H](C)CO)C[C@@H](C)[C@H](CN(C)S(C)(=O)=O)O2	7
C[C@H](CO)N1C[C@H](C)[C@H](CN(C)C(=O)Nc2ccccc2)OCCCC[C@H](C)Oc2ccc(NC(=O)C3CCCCC3)cc2C1=O	-2
C[C@@H]1CCCCO[C@H](CN(C)C(=O)Nc2ccc3c(c2)OCO3)[C@H](C)CN([C@@H](C)CO)C(=O)c2cc(NC(=O)C3CCCCC3)ccc2O1	3
C[C@@H]1CN([C@@H](C)CO)C(=O)Cc2cc(NC(=O)CCC(F)(F)F)ccc2O[C@H]1CN(C)CC1CC1	-1
O=C(O)CCCCCCC(=O)N/N=C/c1cc(F)ccc1O	6
CC(=O)CC(c1ccccc1)c1c(O)c2ccccc2oc1=O (configuration not stated)	0
COc1ccc(NC(=O)Nc2ccc3c(c2)C(=O)N([C@H](C)CO)C[C@@H](C)[C@H](CN(C)S(=O)(=O)c2cn(C)cn2)OCCCC[C@@H](C)O3)cc1	0
CC(C)NC(=O)N(C)C[C@@H]1Oc2ccc(NS(=O)(=O)c3ccc(F)cc3)cc2CC(=O)N([C@@H](C)CO)C[C@H]1C	-3
C[C@H](CO)N1C[C@H](C)[C@@H](CN(C)S(=O)(=O)c2ccc(F)cc2)OCCCC[C@H](C)Oc2ccc(N(C)C)cc2C1=O	-2
C[C@@H]1CN([C@H](C)CO)C(=O)Cc2cc(NC(=O)Nc3ccc(F)cc3)ccc2O[C@H]1CN(C)C(=O)Nc1ccc2c(c1)OCO2	-2
C[C@H](CO)N1C[C@H](C)[C@H](CN(C)C(=O)CCCN(C)C)OCCCC[C@H](C)Oc2ccc(NC(=O)Nc3cccc4ccccc34)cc2C1=O	-1
COc1ccc(/C=N/NC(=O)CCCCCCC(=O)Nc2ccccc2O)cc1O	-2
COc1cc(C2c3c(cc(OC)c(O)c3O)CC(CO)C2CO[C@@H]2O[C@H](C(=O)O)[C@@H](O)[C@H](O)[C@H]2O)cc(OC)c1O (some centres not stated)	1
CC(C)NC(=O)Nc1ccc2c(c1)C(=O)N([C@H](C)CO)C[C@H](C)[C@@H](CN(C)Cc1ccc(-c3ccccc3)cc1)O2	-5
COc1ccc(NC(=O)Nc2ccc3c(c2)CC(=O)N([C@H](C)CO)C[C@H](C)[C@@H](CN(C)C(=O)NC(C)C)O3)cc1	-1
COc1cc(C(C)=O)ccc1O[C@@H]1O[C@H](CO)[C@@H](O)[C@H](O)[C@H]1O	2
C[C@@H]1CN([C@H](C)CO)C(=O)c2cccc(NC(=O)c3nc4ccccc4s3)c2O[C@@H]1CN(C)Cc1ccc(C(=O)Nc2ccccc2N)cc1	6
C[C@H]1CN([C@@H](C)CO)C(=O)Cc2cc(NC(=O)Nc3ccccc3)ccc2O[C@H]1CN(C)Cc1ccc(-c2ccccc2)cc1	0
C[C@H](CO)N1C[C@H](C)[C@@H](CN(C)S(=O)(=O)c2ccccc2)Oc2c(NC(=O)NC3CCCCC3)cccc2C1=O	3
C[C@@H]1CN([C@H](C)CO)C(=O)c2cc(-c3cccc(F)c3)cnc2O[C@H]1CN(C)C(=O)c1cnccn1	4
C[C@@H]1CN([C@@H](C)CO)C(=O)c2cccc(NC(=O)CCCCCC(=O)Nc3ccccc3N)c2O[C@H]1CN(C)C	-4
C[C@@H]1CCCCO[C@@H](CN(C)C(=O)c2ccccc2)[C@H](C)CN([C@@H](C)CO)C(=O)c2cc(NC(=O)CCCN(C)C)ccc2O1	14
COc1ccc(-c2ccc3c(c2)O[C@@H](CN(C)Cc2ccccc2C(=O)O)[C@H](C)CN([C@H](C)CO)S3(=O)=O)cc1	0
COc1ccc(S(=O)(=O)Nc2ccc3c(c2)C(=O)N([C@H](C)CO)C[C@@H](C)[C@H](CN(C)S(=O)(=O)c2ccc(Cl)cc2)OCCCC[C@@H](C)O3)cc1	2
C[C@@H]1CN([C@@H](C)CO)C(=O)CCCn2nncc2CO[C@H]1CN(C)C(=O)NC1CCCCC1	1
COCC#Cc1ccc2c(c1)O[C@@H](CN(C)Cc1cccnc1)[C@H](C)CN([C@@H](C)CO)S2(=O)=O	10
C[C@@H]1CCCCO[C@@H](CN(C)C(=O)Nc2ccc(C(F)(F)F)cc2)[C@@H](C)CN([C@H](C)CO)C(=O)c2cc(N(C)C)ccc2O1	-4
Cc1ccc(S(=O)(=O)N(C)C[C@@H]2OCCCC[C@H](C)Oc3ccc(NC(=O)C4CCCCC4)cc3C(=O)N([C@@H](C)CO)C[C@@H]2C)cc1	1
C[C@H]1CN([C@@H](C)CO)C(=O)CCCn2nncc2CO[C@H]1CN(C)C(=O)c1ccc2ccn(C)c2c1	1
Cc1noc(C)c1S(=O)(=O)Nc1ccc2c(c1)C(=O)N([C@@H](C)CO)C[C@@H](C)[C@H](CN(C)Cc1ccccc1)O2	-6
